E-sel TNF inh: blocks E-selectin expression induced by TNF alpha; hit rate 0.71% among 120,000; HUVEC TNFa-induced E-selectin immunofluorescence, high content; inhibition, % at 2 µM;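 active means inhibition above the batch mean plus 3 SD, and confirmed as a hit on visual image review, cut at about 43% in these data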;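 further: 0% = TNF-stimulated DMSO wells and 100% = unstimulated control wells; not every result past the cut was called active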
Yeast life ext: yeast lifespan extension; S. cerevisiae growth with nicotinamide, OD615; deaD strain in restrictive glucose medium; inhibition of the nicotinamide effect, % at 10 µM; hit rate 0.68% among 130,000;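 active means inhibition above a set limit, placed 3 SD over the median of all compounds, cut at about 26% in these data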;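 further: 0% = nicotinamide-treated wells and 100% = cells grown without nicotinamide; some compounds called inactive have numbers as strong as hits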
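Buffer or medium: CSMM-D glucose medium, restrictive; test system: modified budding yeast, DeaD strain; compound: single dose 10 µM compound, 0.25% DMSO; schedule: culture preincubation 4 h, compound exposure 48 h, both 30 °C; detection: optical density (absorbance) at 615 nm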
MRP1 act: activates MRP-1; hit rate 0.61% among 140,000; viability increase, % at 10 µM; H69AR cells + doxorubicin, viability rescue, CellTiter-Glo;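 active means viability gain under doxorubicin at or above a set limit, the compound median plus 3 SD, cut at about 4.7% in these data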;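 further: MRP-1 overexpressing cells given doxorubicin 25 µM after compound pretreatment; 18-22 h compound pretreatment then 72 h with doxorubicin before readout; 0% = doxorubicin-only wells and 100% = vehicle-treated cells without doxorubicin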
Phagocyt inh: inhibitors of macrophage phagocytosis. J774A.1 macrophage IgG-bead phagocytosis, imaging. inhibition, % at 5 µM. hit rate 0.07% among 110,000;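 active means inhibition above the mean of the plate negative controls plus 5 SD, cut at about 13% in these data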;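 further: phagocytic index as fraction of beads internalized from green versus red external bead signal; plate controls were DMSO negative control for no effect and cytochalasin-D positive control for full effect; some results beyond the cut were filed as inactive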
NPY Y2 blocker: NPY-Y2 (human) receptor antagonism. P49146. NPY-Y2 expressing cells, antagonist mode. inhibition, % at 2.7 µM. hit rate 0.99% among 140,000. AID 793; in the data active means inhibition above about 17%;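 further: 0% = vehicle with agonist challenge and 100% = reference antagonist with challenge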
Target sequence (P49146 whole entry, looked up): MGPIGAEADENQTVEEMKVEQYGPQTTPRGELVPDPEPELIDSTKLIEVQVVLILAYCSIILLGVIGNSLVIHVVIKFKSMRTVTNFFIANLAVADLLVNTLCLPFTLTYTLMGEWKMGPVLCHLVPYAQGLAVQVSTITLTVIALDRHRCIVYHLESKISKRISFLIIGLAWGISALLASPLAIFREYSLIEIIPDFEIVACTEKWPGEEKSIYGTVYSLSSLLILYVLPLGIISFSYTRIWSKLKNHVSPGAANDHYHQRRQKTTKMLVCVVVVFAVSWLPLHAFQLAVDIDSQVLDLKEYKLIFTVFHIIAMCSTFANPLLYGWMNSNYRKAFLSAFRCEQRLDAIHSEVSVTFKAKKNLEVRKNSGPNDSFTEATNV
bCat KO growth: beta-catenin-lacking colon tumor cell growth suppression. HCT116 beta-catenin knockout viability, CellTiter-Glo, 60 h; hits give low values. viability, % at 10 µM. hit rate 1.5% among 140,000. AID 818;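 active means viability at or under a set limit, the compound median less 4 SD, cut at about 6% in these data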;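 further: 0% = Hyamine 1622 control at 20 µM and 100% = untreated cell control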
BB579 growth dn: chemicals that inhibit yeast BB579 growth in restrictive medium (lifespan-shortening candidates) | S. cerevisiae BB579 growth, OD615, 48 h | hit rate 0.51% among 140,000 | AID 804 | inhibition, % at 10 µM;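 active means inhibition above a set limit, 3 SD over the mean compound inhibition, cut at about 44% in these data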; further: inactives centre near -24
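Assay system – yeast BB579 (DeaD) · Dosing – single compound dose of 10 µM, 0.25% DMSO final · Detection – OD615 turbidity measurement · Buffer or medium – CSMM-D restrictive synthetic medium containing dextrose (glucose) · Benchmarks – positive control amphotericin B 10 µg/mL · Incubation – 48 h exposure, 30 °C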
Measles CPE: protection of cells from measles virus; Measles virus-infected cells, CPE protection, absorbance; protection (pct of control), % at 4 µM; hit rate 1.5% among 140,000; AID 841; in the data active means protection mostly above about 24%, no sharp cut-off; inactive means mostly below about 26%; further: some compounds called inactive have numbers as strong as hits
GALR2 blocker: blocks the human galanin receptor 2; O43603; GALR2-expressing cells, antagonist mode; inhibition, % at 4 µM; hit rate 0.39% among 140,000; AID 828; in the data active means inhibition above about 27%;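 further: cells stimulated with galanin 1-16 at roughly its EC80; 0% = agonist challenge control and 100% = basal control without agonist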
Target sequence (O43603 whole entry, looked up): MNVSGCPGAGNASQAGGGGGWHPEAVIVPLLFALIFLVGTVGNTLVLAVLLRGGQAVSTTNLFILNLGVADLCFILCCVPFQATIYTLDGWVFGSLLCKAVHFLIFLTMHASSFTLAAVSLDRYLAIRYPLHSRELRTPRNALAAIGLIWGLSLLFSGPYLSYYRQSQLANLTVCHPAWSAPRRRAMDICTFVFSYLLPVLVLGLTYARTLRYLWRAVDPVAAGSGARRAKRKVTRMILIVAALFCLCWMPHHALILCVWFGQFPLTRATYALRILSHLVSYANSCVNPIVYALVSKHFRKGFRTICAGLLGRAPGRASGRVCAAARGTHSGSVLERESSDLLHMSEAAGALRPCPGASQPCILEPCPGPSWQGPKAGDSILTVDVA
HCT116 PTEN-null: suppresses growth of cells with PTEN deletion. hit rate 1.2% among 140,000. viability, % at 10 µM. HCT116 PTEN-null viability, CellTiter-Glo, 60 h; hits give low values;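 active means viability at or below a set limit, 4 SD under the median of all tested compounds, cut at about 3.7% in these data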;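 further: PTEN knockout HCT116 line with beta catenin targeted HCT116 as companion control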
* = called active by the depositor; nt = not tested or not shown; & = joins results of further samples; [ ] = another dose, or the depositor's remark. This is a random part of the collection; 6.1% or so of the library scored in one or more.

SMILES	E-sel TNF inh	Yeast life ext	MRP1 act	Phagocyt inh	NPY Y2 blocker	bCat KO growth	BB579 growth dn	Measles CPE	GALR2 blocker	HCT116 PTEN-null
COc1ccc(-n2nnnc2SCC(=O)Nc2ccccc2)cc1	10	-14	-2.0	nt	3	89	-7	9	1	97
C=C(C)c1cccc(C(C)(C)NC(=O)N2CCCC(C(N)=O)C2)c1 (stereo unspecified)	9	-10	-1.3	-2	2	104	-12	17	-1	95
COc1ccc(S(=O)(=O)N2CCOCC2)cc1NC(=O)CSc1n[nH]c(=O)n1C1CC1	nt	5	0.0	-9	1	89	-17	8	-2	97
Cc1ccc(S(=O)(=O)CCC(=O)OC(C)C(=O)c2c(C)[nH]c3ccccc23)cc1 (stereo unspecified)	-10	13	-1.4	-3	1	98	-14	10	17	96
COc1ccc(-n2c(-c3ccc(Br)cc3)c[n+]3c2CCc2ccccc2-3)cc1	4	15	-3.0	-2	25*	13	-55	3	9	14
O=C1CC(c2ccccc2)n2nc(NC(=O)C3CCCO3)nc2N1 (stereo unspecified)	45*	-6	-0.5	0	-1	101	-19	2	-24	103&96
c1ccc2c(c1)nc1sccn12	-21	-10	1.6	-1	1	92	5	37	7	81
CC(C)Nc1nc(Cl)nc(N(C#N)CN2C(=O)c3ccccc3C2=O)n1	26	5	-0.4	-6	5	96	-29	3	14	101
O=C(Nc1ccc2c(c1)nc1n2CCSC1)c1ccccc1	-5	18	0.2	-1	0	104	-31	2	-4	104
Oc1ccc(/C=N/Nc2cccc3cccnc23)c(O)c1	27	-15	-2.1	0	-3	75	-58	8	4	82
CC(=O)c1cccc(NC(=O)Nc2cc3sccc3n2C)c1	2	-6	-1.0	0	-1	82	-35	16	1	104
CCOC(=O)c1cnc(SCc2nc(N)nc(Nc3ccc(OC)cc3)n2)nc1N	22	-2	-0.7	-1	0	81	-9	13	15	67
Cc1ccc2cc(CN(Cc3ccco3)C(=O)NC3CCCCC3)c(=O)[nH]c2c1C	-13	nt	-0.2	nt	4	59	-13	5	0	63
N#Cc1cccc(CSc2nnc(CCCO)n2-c2ccccc2)c1	-5	-4	-0.6	-3	-1	104	-21	5	2	114
CCOc1cc(N2CCOCC2)c(OCC)cc1NC(=O)COC(=O)c1cc(C)cc(C)c1	nt	1	-1.9	-3	10	69	-36	6	6	66
Cc1ccc2nc(C3CCCN(C(=O)NCc4ccccc4)C3)[nH]c2c1 (stereo unspecified)	-18	2	-2.6	0	2	90	-22	17	14	90
CCOC(=O)C1CCN(C(=O)COC(=O)COc2ccccc2OC)CC1	16	0	-1.1	-1	3	101	6	10	3	91
C=CCNc1ncnc2c1cnn2-c1ccc(C)cc1C	-45	0	-4.0	-1	1	96	-25	2	9	94
O=c1cc(CSc2nnc(-c3ccccc3)o2)c2ccccc2[nH]1	nt	-4	-3.7	nt	7	87	-45	3	14	92
CCCn1c2ccccc2c2nnc(SCC(=O)Nc3c(C)n(C)n(-c4ccccc4)c3=O)nc21	nt	-1	-1.1	-18	0	84	-8	13	1	90
COc1cccc(C(=O)NCc2ccc(N3CCN(C(=O)OC(C)(C)C)CC3)cc2)c1	8	-7	-1.7	nt	0	97	-40	4	-6	93
O=C(CSc1nnc(CNc2ccc(F)cc2)n1CC1CCCO1)Nc1ccccc1 (stereo unspecified)	11	nt	-0.6	nt	2	87	-27	9	7	94
N#Cc1ccc(-c2ccco2)nc1SCC(=O)c1ccc(Cl)cc1	-25	-8	-4.6	nt	2	68	-3	3	-1	69
CN(C)CCN(Cc1ccccc1)c1nccc(N(C)C)c1C#N	5	-5	-1.5	0	4	88	-81	5	0	90
O=C1Cc2ccccc2Sc2cc(OCCCN3CCCCC3)ccc21	nt	3	-3.8	0	11	12	7	9	6	11
COc1ccccc1-c1nc(C#N)c(N2CCN(C(c3ccccc3)c3ccccc3)CC2)o1	nt	-6	1.1	-1	1	101	-24	2	-3	102
CC(C)(C)c1[nH]c2ccccc2c1/C=N/O	-5	-12	-2.6	1	0	93	-19	11	-17	103
COc1ccccc1/C=C/C=C1N=C(/C=C/c2ccc(Cl)cc2)OC/1=O	2	10	-0.9	-9	7	89	-65	10	-13	95
Cc1ccc(-c2nn(-c3ccccc3)cc2/C=N/NC(=O)c2ccc3c(c2)OCO3)cc1	-51	-11	-1.2	nt	4	37	-61	11	8	26
CCOC1(OCC)N=C(N)C2(C#N)C(c3ccc(NC(C)=O)cc3)C12C#N (stereo unspecified)	42	-5	-0.4	2	5	98	5	11	4	102
CCc1c(C)nc2c(OC)cccc2c1SCCC(=O)O	nt	-4	-0.3	37*[artifact]	-1	87	8	9	-2	85
OC(COc1ccccc1)Cn1c2ccccc2c2ccccc21 (stereo unspecified)	nt	-7	-3.6	-11	-3	78	-13	14	-8	68
CCN1C(=O)C2C(c3ccccc3F)NC(Cc3ccc(O)cc3)(C(=O)OC)C2C1=O (stereo unspecified)	-16	-8	-0.1	0	-1	89	-6	8	-6	106
CCCCCCC1CC(C)(C(=O)CNc2nncs2)OC1=O (stereo unspecified)	nt	3	-1.7	-7	2	93	-16	32	-2	100
COc1cccc(NC(=O)Cn2nnc(C(=O)Nc3ccccc3)c2N)c1	nt	-5	-1.9	-2	0	92	-6	17	4	97
CCOc1ccc(C2=Cc3cc(OC)c(OC)cc3C(=C(Cl)Cl)O2)cc1	3	-9	-4.1	1	1	68	-2	3	5	65
CCCCOC(=O)C1Cc2ccccc2C(=O)O1 (stereo unspecified)	-9	-13	2.2	0	3	102	-3	2	3	89
CC(=C/C(=O)O)/C=C/c1ccc([N+](=O)[O-])cc1	nt	-3	0.4	-9	2	101	8	6	13	102
CCSc1nnc(NC(NC(C)=O)(C(F)(F)F)C(F)(F)F)s1	-12	-1	-0.7	-2	1	94	-28	4	3	96
Cc1sc(NC(=O)c2ccco2)c(C(c2cccnc2)N2CCN(C)CC2)c1C (stereo unspecified)	nt	-3	0.8	nt	3	89	-16	2	17	96
O=C(Nc1cccc(Cl)c1)N(CCN1CCOCC1)Cc1ccccc1F	6	-14	-2.5	-1	5	94	-10	20	-2	88
COc1ccccc1NC(=O)CC(NC1CCCCC1)C(=O)O (stereo unspecified)	nt	-3	-1.4	-14	1	102	-4	12	15	94
COc1ccc(NC(=O)CSc2nnc(-c3ccccc3C)n2N)cc1OC	nt	-7	-0.5	0	2	98	-21	6	-3	102
CS(=O)(=O)N1CCN(c2ccc(NC(=O)c3ccc(-c4ccc(Cl)cc4)o3)cc2)CC1	-2	-1	-1.2	0	-1	85	-107	1	2	89
O=C(NCc1cccs1)C1CCC(CNS(=O)(=O)c2cccs2)CC1 (stereo unspecified)	3	7	-0.5	-1	1	100	-78	6	0	106
CCC(=O)Nc1ccc(NC(=O)/C=C/c2ccc(Cl)cc2)cc1	nt	-3	-0.1	-9	1	83	-19	6	7	82
O=C(CCCn1c(=O)[nH]c2ccccc2c1=O)NC1CCCCCC1	-15	-14	-2.0	0	1	97	-27	6	-2	90
O=C(Nc1nnc(C23CC4CC(CC(C4)C2)C3)s1)c1ccco1	-5	10	-0.3	8	-3	95	-56	4	5	94
COc1ccc(-c2ccc(C3C(C#N)=C(N)Oc4n[nH]c(C)c43)o2)cc1 (stereo unspecified)	-10	-16	-5.9	nt	4	57	-17	9	14	50
Cc1ccc(C(=O)NCc2cccs2)cc1S(=O)(=O)N1CCCCC1	2	-13	0.1	0	1	83	-37	5	11	100
Cc1nnc(SCC(=O)OC2CC(C)CCC2C(C)C)[nH]c1=O (stereo unspecified)	-3	3	-1.3	1	-1	96	-1	3	-9	93
CCc1cccc(CC)c1NC(=O)COn1nnc2ccc(C(F)(F)F)cc21	nt	0	0.1	-14	3	95	7	22	4	92
O=C(NCCO)c1ccccc1O	-16	-9	-1.1	4	-3	106	-29	26*	1	113
CCOC(=O)N1CCN(C(=O)NC2CCCCC2)CC1	16	-20	-1.7	nt	-2	87	-31	45	1	82
Cc1ccc(-c2csc3nnc(SCC(=O)Nc4cccc(C)n4)n23)cc1	nt	-16	-2.2	0	3	89	-16	15	-3	92
O=C(Cn1cnc2c(cnn2-c2ccc(F)cc2)c1=O)N1CCCc2ccccc21	4	nt	4.0	nt	4	51	-30	7	-14	61
CN(C)C(=O)c1c([N+](=O)[O-])ncn1C	nt	-2	-2.4	-3	0	104	-6	16	8	94
CCCCC(=O)Nc1ccc2c(c1)nc1n2CCSC1	nt	-7	1.4	-1	-2	122	-51	4	2	101
Cc1cccc(-n2nc3c([n+]2[O-])CCc2nonc2-3)c1C	nt	1	-1.4	-5	-1	91	25	4	5	104
CC(/C=N\N1CCN(c2ccc(Cl)cc2)CC1)=C\c1ccccc1	-71	1	0.6	0	2	100	1	5	-5	98

(list continues)
SMILES	E-sel TNF inh	Yeast life ext	MRP1 act	Phagocyt inh	NPY Y2 blocker	bCat KO growth	BB579 growth dn	Measles CPE	GALR2 blocker	HCT116 PTEN-null
CCOC(=O)CSc1n[nH]c(NC(=O)c2cccc(C(F)(F)F)c2)n1	-4	2	-1.9	nt	1	80	-20	6	6	89
CCn1c(O)c(/C=N/n2cnnc2)sc1=S	13	-25	-1.5	-1	6	101	-37	6	16	95
CC(=O)c1cccc(NC(=O)COC(=O)[C@@H](NC(=O)OCc2ccccc2)C(C)C)c1	nt	-1	0.1	-8	1	96	-55	19	4	105
CC(NC(=O)c1ccc(S(=O)(=O)N(C)C)cc1)c1ccccc1 (stereo unspecified)	-18	-5	-1.9	1	-2	95	-66	13	-3	112
Cc1cc(Oc2ccc(C(C)(C)C)cc2)nc(N2CCOCC2)n1	4	-9	0.4	0	2	58	3	1	8	61
Cc1cc2c(c(C)nn2-c2ccccc2)c(=O)o1	9	-11	-2.8	-1	1	80	-23	3	6	92
CC(C)(C)c1ccc(C2C3=C(CCCC3=O)NC3=C2C(=O)c2ccccc23)cc1 (stereo unspecified)	7	-9	-4.2	nt	-4	20	-45	13	1	10
O=C1c2cccnc2C(O)N1Cc1cccs1 (stereo unspecified)	nt	-2	0.6	4	0	93	-16	6	-6	105
Oc1ccc(Br)cc1/C=N/N1CCN(Cc2ccccc2)CC1	-29	39	-0.4	nt	10	100	-89	5	2	87
CCOC(=O)Cc1csc(NC(=O)CCN2C(=O)c3ccccc3C2=O)n1	nt	-9	-1.1	0	-1	83	-10	6	5	nt
N#CC1(C#N)C(c2ccccc2)OC23CCCCC2C1(C#N)C(=N)O3 (stereo unspecified)	nt	-4	-0.4	-10	1	92	8	27	-1	100
Cc1sc2nc(SCC(=O)NCc3ccco3)[nH]c(=O)c2c1C	32	-2	-0.4	0	5	106	-15	22	9	106

Record cards, as listed above. Screens in order: E-sel TNF inh, Yeast life ext, MRP1 act, Phagocyt inh, NPY Y2 blocker, bCat KO growth, BB579 growth dn, Measles CPE, GALR2 blocker, HCT116 PTEN-null
Results for CC(=O)c1cccc(NC(=O)COC(=O)[C@@H](NC(=O)OCc2ccccc2)C(C)C)c1 → nt, -1, 0.1, -8, 1, 96, -55, 19, 4, 105
Results for Oc1ccc(Br)cc1/C=N/N1CCN(Cc2ccccc2)CC1 → -29, 39, -0.4, nt, 10, 100, -89, 5, 2, 87

Assay outcomes: PubChem, several laboratories
